Assay outcomes as filed in PubChem.
Vif-A3G inh – qHTS for Inhibitors of Vif-A3G Interactions: qHTS | actives 0.076% (n = 410,000) | HeLa A3G-eYFP + Vif (tagged APOBEC3G with the HIV-1 protein that degrades it), YFP fluorescence, overnight | AID 602310, 2012 | Potency, µM (highest dose often 46.1 µM), inactives show at the top dose activity, negative = active, usual class: inhibitors | DNA dC->dU-editing enzyme APOBEC-3G (Homo sapiens), Q9HC16;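 also: potency is read from the fitted curve at half-maximal effect; % is scaled to controls: 0 for no effect and ±100 for the full control effect; nearly all actives have a fitted effect of over 60% in size; hits raise eYFP signal because A3G escapes Vif-driven loss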
Target sequence (Q9HC16 whole entry, looked up): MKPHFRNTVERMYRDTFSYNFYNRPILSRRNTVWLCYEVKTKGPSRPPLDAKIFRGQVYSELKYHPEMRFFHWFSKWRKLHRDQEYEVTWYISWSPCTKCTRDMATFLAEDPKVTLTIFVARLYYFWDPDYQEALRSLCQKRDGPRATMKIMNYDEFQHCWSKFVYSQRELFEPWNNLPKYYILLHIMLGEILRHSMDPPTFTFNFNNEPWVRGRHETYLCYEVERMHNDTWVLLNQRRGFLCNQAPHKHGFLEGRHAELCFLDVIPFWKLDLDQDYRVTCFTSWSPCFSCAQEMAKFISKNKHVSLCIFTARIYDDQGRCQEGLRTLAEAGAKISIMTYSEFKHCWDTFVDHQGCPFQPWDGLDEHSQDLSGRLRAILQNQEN
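HeLa cells stably expressing Vif and C-terminally eYFP-tagged A3G, seeded overnight at 37 deg C, then exposed to compound by pintool overnight at 37 deg C. Rise in yellow fluorescence (Ex 488/Em 500-530, Acumen) marks blocked Vif-driven A3G degradation.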
Vif-A3F inh – qHTS for Inhibitors of Vif-A3F Interactions: qHTS. HeLa A3F-eYFP + Vif (tagged APOBEC3F with the HIV-1 protein that degrades it), YFP fluorescence increase. Potency, µM (series often up to 46.1 µM), for the others: at the top dose activity, negative = active. actives 0.2% (n = 390,000). AID 602313, 2012; also: potency is read from the fitted curve at half-maximal effect; % of control where 0% means no effect; nearly all actives have a fitted effect of over 65% in size
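Fluorescence increase (Ex 488/Em 500-530) after overnight compound treatment at 37 deg C flags inhibition of Vif-driven A3F-eYFP loss in stable HeLa A3F-eYFP/Vif cells seeded overnight beforehand.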
LDHA block – qHTS assay for inhibitors of human lactate dehydrogenase | L-lactate dehydrogenase A chain (Homo sapiens), P00338 | purified LDHA, NADH/diaphorase-resazurin fluorescence; active compounds read low | activity change, % (values are at about 110 or 230 µM) | actives 0.15% (n = 480,000); in the data active = activity change below about -30%; inconclusive = mostly about -25% to -30%;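 also: plate controls were DMSO wells for no effect and wells without enzyme for full effect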
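Human LDH5 (2 nM) was incubated with 0.06 mM NADH and 0.2 mM pyruvate for 5 min at room temperature in Tris pH 7.4. Remaining NADH was coupled through diaphorase/resazurin, and resorufin fluorescence was read at 0 and 20 min.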
D2 ag – HTS Assay for Allosteric Agonists of the Human D2 Dopamine Receptor: Primary Screen for Agonists; D(2) dopamine receptor (Homo sapiens), P14416; HEK293 T-REx D2 cells, calcium flux agonist mode; activation, % at 2 µM; actives 0.53% (n = 340,000); AID 485358, 2010;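 active = activation over 3 SD above normal in the single-dose calcium agonist read, cut at about 30% in these data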; also: 0% is about no effect
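In this primary screen, compounds producing a positive calcium signal within 180 s of addition to tetracycline-induced, force-coupled HEK293 Trex D2 cells are flagged; cells are dye-loaded with a no-wash calcium kit beforehand.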
ALOX12 inh – Primary qHTS assay for inhibitors of human arachidonate 12S-lipoxygenase (ALOX12): Round 2 | Polyunsaturated fatty acid lipoxygenase ALOX12 (Homo sapiens), P18054 | purified 12hLO, xylenol orange hydroperoxide absorbance | Potency, µM (series often up to 108 µM), inactives show at the highest dose activity change, negative = inhibition, actives largely listed as inhibitors | actives 1.1% (n = 580,000) | AID 1671190, 2021; also: potency is read from the fitted curve at half-maximal effect; % is scaled to controls: 0 for no effect and ±100 for the full control effect
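Purified human 12hLO at 150 nM in 25 mM Hepes, 0.01% Triton X-100, pH 7.0, preincubated 15 min at room temperature with compound. Reaction started with 40 uM arachidonic acid, 30 min at room temperature. Hydroperoxide measured by Fe-xylenol orange, 573/405 nm absorbance ratio.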
GRP78 ERSR act – qHTS for Inducers of the Endoplasmic Reticulum Stress Response (ERSR) in Human Glioma: qHTS; U87-MG GRP78 promoter luciferase reporter, 16 h; Potency, µM, without a hit: at the top dose activation, actives largely listed as activators; actives 0.02% (n = 420,000); AID 602332, 2012; also: potency is read from the fitted curve at half-maximal effect; series mostly up to about 76 µM; % of control where 0% means no effect; nearly all actives have a fitted effect of over 35% in size
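Stably transfected U87-MG human glioma cells carrying a GRP78-based luminescent sensor were seeded at 1000 cells/well, pin-dosed with compounds and incubated 16 h. Luciferase reagent was then added, and end-point luminescence was read after 10 min at room temperature.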
ERG-DNA inh – qHTS for Small Molecule Inhibitors of the ERG Ets/DNA interaction | Transcriptional regulator ERG (Homo sapiens), P11308 | fluorescence polarization, His-ERG Ets domain / labelled DNA | Potency, µM (doses to about 76.9 µM), without a hit: at the highest dose FP activity, negative = inhibition, actives largely listed as inhibitors | actives 0.028% (n = 370,000) | AID 624246, 2012; active = well fitted inhibition curve with a large enough effect in the polarisation, with a control signal flat; inconclusive = small, poorly fitted or top-dose-only effect, or effect the other way, or a change in a side signal; inactive = no such curve, though single readings can be large or run the other way; the % refers to the polarisation;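 also: polarization taken with two DNA probes labelled with fluorescein and Texas red; potency is read from the fitted curve at half-maximal effect; % of control where 0% means no effect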
Target sequence (P11308 whole entry, looked up, the tested form may be a part): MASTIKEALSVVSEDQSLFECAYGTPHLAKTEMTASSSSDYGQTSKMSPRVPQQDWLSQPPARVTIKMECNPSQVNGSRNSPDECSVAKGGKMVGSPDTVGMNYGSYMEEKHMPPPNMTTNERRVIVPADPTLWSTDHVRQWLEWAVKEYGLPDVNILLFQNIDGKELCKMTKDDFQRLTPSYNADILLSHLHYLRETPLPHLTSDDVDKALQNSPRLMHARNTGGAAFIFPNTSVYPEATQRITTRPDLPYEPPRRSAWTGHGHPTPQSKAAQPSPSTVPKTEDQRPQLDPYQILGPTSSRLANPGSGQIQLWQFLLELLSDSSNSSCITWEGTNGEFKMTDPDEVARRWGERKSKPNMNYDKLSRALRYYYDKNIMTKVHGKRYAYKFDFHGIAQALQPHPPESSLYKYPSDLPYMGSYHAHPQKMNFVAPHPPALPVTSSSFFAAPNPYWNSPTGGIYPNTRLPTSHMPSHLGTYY
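His-tagged ERG Ets domain (1 uM in the protein solution; 300mM KCl, 50mM Tris-HCl, 1mM EDTA, 1mM DTT, pH 7.5) received compound, then a probe mix of 5 nM fluorescein-DNA and 100nM Texas-615-DNA. Fluorescence polarization was read for both dyes.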
D2 antagonist – HTS Assay for Allosteric Antagonists of the Human D2 Dopamine Receptor: Primary Screen for Antagonists; actives 2% (n = 340,000); inhibition, % at 10 µM; HEK293 TREx D2 cells, calcium flux, dopamine EC80; D(2) dopamine receptor (Homo sapiens), P14416; AID 485344, 2010; in the data active = inhibition above about 30%; also: 0% is about no effect
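Read-out: kinetic calcium fluorescence (1 cycle/s) in inducible HEK293 T-REx D2 cells after an EC80 dopamine addition that followed 180 s compound preincubation. Loss of the dopamine response indicates antagonism.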
RGS4 inh – Inhibitors of Regulator of G Protein Signaling (RGS) 4: qHTS; Regulator of G-protein signaling 4 (Homo sapiens), P49798; Transcreener GDP fluorescence polarization, RGS4-accelerated GTP hydrolysis; Potency, µM (series often up to 114 µM), without a hit: at the highest dose activity change, negative = inhibition, usual class: inhibitors; actives 0.039% (n = 390,000); AID 504845, 2011; also: potency is read from the fitted curve at half-maximal effect; % is scaled to controls: 0 for no effect and ±100 for the full control effect; nearly all actives have a fitted effect of over 75% in size; some results filed as inactive show a strong effect at the top dose
Target sequence (P49798 whole entry, looked up): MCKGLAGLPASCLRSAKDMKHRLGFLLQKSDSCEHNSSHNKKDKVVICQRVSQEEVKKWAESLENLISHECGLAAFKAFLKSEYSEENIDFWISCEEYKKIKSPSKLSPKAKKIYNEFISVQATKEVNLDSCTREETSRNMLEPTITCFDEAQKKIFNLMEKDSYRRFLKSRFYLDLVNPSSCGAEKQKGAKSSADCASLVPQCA
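MLSMR compounds (23 nl, pin-transferred) preincubated 10 min at room temperature with a 500nM (2x) first reagent, then RGS4 at 900nM (2x) plus Transcreener GDP mix added; fluorescence polarization (620/688 nm) read before and after 90 min at 30 °C.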
Numbers without * were called inactive; ? = inconclusive; · = not tested or not shown; & = joins results of further samples; [ ] = dose if it differs, or a comment. Unless noted, calls follow the shape of the dose curve; as a rule, active = well fitted curve in the direction sought with a large enough effect; inconclusive = small, poorly fitted or top-dose-only effect, or another doubt; inactive = no such curve, though single readings can be large; an effect the other way counts as inactive or inconclusive.

SMILES	Vif-A3G inh	Vif-A3F inh	LDHA block	D2 ag	ALOX12 inh	GRP78 ERSR act	ERG-DNA inh	D2 antagonist	RGS4 inh
COCCCNC(=O)CN1C(=O)COc2ccc(S(=O)(=O)N3CCCCCC3)cc21	-4.4%&1.9%	-1.7%&-4.1%	-1.2&1.7	·	18.9%&0.0%	-1.9%&-3.5%	9.2%&-5.5%	·	-18.0%&-12.7%
COCCCNC(=O)Cn1cnc(C(=O)Nc2ccc(C)c(C)c2)n1	0.7%	4.0%	-1.1	·	?	0.7%	-5.6%	·	-7.9%
O=[N+]([O-])c1ccc(O)c(/C=N/NC2=NS(=O)(=O)c3ccccc32)c1	1.6%	8.9%	4.5	3.0	-6.6%	1.0%	7.9%	-4.9	-1.6%
CCc1nn(CC(=O)NCCCN(CC)CC)c(=O)c2cc3sc(C)cc3n12	0.1%	7.6%	0.8&5.6	-0.1&-0.5	0.0%&0.0%	-3.9%	1.5%&-0.9%	-0.6	3.7%&-11.6%
CC(=O)Nc1ccc(S(=O)(=O)NCC2CCC(C(=O)NCCc3ccc(C)cc3)CC2)cc1 (stereo not given)	0.4%	-5.1%	-3.0	-0.1	-7.0%	-1.3%	1.1%	·	4.5%
CCC(=NNC(=O)c1cccc(S(=O)(=O)N2CCOCC2)c1)c1ccccc1	2.6%	-9.8%	-3.1	·	0.8%	0.9%	-13.5%	·	-7.9%
Cc1cc(NS(=O)(=O)c2ccc(NC(=O)/C=C/c3ccccc3)cc2)nc(C)n1	-1.0%	6.5%	-5.5	·	6.6%	-0.2%	-4.6%	·	-26.1%
Clc1cccc(CN2CCCCCC2)c1	-0.8%	8.3%	-3.3	-1.6	?	-3.6%	12.1%	0.3	24.8%
COc1ccc(C(=O)NCC(c2ccco2)N(C)C)cc1S(=O)(=O)NCc1ccc(Cl)cc1 (stereo not given)	-0.1%	2.2%	-7.3	0.2	252.7%[activator]	0.1%	27.9%	77.7*	-18.8%
COc1ccc(CC(=O)NC(=S)Nc2cccc(CO)c2)cc1	2.6%	12.4%	-1.7	·	?	-2.0%	2.3%	·	-25.8%
COc1ccc(NC(=O)N(C)[C@H]2C[C@H]3c4[nH]c5ccc(-c6cccc(C)c6)cc5c4CCN3C[C@H]2[C@H](C)O)cc1	?	-11.9%	-22.5	·	·	-8.8%	·	·	·
CC1CCN(CC(O)COc2ccc(C(=O)c3ccccc3)cc2)CC1 (stereo not given)	-0.5%	5.2%	-0.4	-0.1	?	-3.6%	-3.6%	2.4	-16.1%
COc1ccc(C(=O)C2CCCN(C(=O)c3cc4nc(C)cc(C)n4n3)C2)cc1F (stereo not given)	0.1%	5.8%	1.1	0.1	12.4%	1.5%	-3.1%	-6.7	-26.3%
COc1ccc(C(=O)Nc2nc(-c3nnn(-c4cc(OC)ccc4OC)c3C)ns2)cc1	-0.9%	-0.3%	1.8	1.2	-0.4%	-0.2%	-4.1%	·	8.8%
Cc1cc(C)c(C(=O)CSc2nnc(-c3ccccc3Br)o2)cc1C	-3.0%	3.5%	-2.1	2.4	56.1%[activator]	-0.8%	-8.4%	-15.0	-27.1%
c1ccc(NN(Cc2ccncc2)c2ccccc2)cc1	-0.2%	-6.2%	-4.8	·	?	-2.5%	·	·	·
COC(=O)C(C(=O)OC)C(C[N+](=O)[O-])c1ccc(O)c(OC)c1 (stereo not given)	-0.4%	3.1%	3.2	-0.1	-6.6%	-1.7%	10.0%	-6.8	10.9%
COc1ccc(CN(C(=O)c2cc3ccccc3oc2=O)C2CCCC2)cc1	0.3%	2.2%	-14.3	0.7	-15.4%	2.6%	-1.6%	6.0	-34.5%
CCNC1(C(N)=O)CCN(Cc2ccccc2)CC1	1.3%	3.1%	-6.5	·	8.4%	-0.3%	-2.3%	·	-4.3%
C=CCc1cccc2cc(C(=O)NCCc3c(C)[nH]c4c(C)cccc34)c(=O)oc12	2.1%	-7.5%	1.3	0.4	-5.5%	-3.0%	-2.6%	·	-12.0%
Cc1nn(-c2ccccc2)c(N)c1N=Nc1ccccc1	-23.6%	-1.7%	-4.8	-1.6	?	-0.2%	-3.9%	12.2	-13.1%
CCn1c(SCC(=O)N(Cc2ccccc2)C2CCS(=O)(=O)C2)nc2ccccc2c1=O (stereo not given)	1.3%	6.5%	-5.5	0.9	-8.6%	-4.2%	-0.4%	-7.3	5.6%
Cc1ccc(C(=O)NN2CCOCC2)cc1[N+](=O)[O-]	0.4%	2.0%	-2.5	0.1	0.1%	-3.6%	-7.4%	-3.2	14.4%
CCC(=O)c1ccc(OCC(=O)Nc2ccccc2N2CCCCC2)cc1	-0.3%	-5.3%	2.3	0.8	-3.8%	0.6%	7.2%	4.4	23.0%
COc1ccc(NC2SC(=O)N(C)C2=O)cc1 (stereo not given)	1.6%	-0.8%	-5.3	0.2	-3.1%	0.7%	8.4%	3.1	-6.1%
Cc1nn(-c2ccc(C(=O)O)cc2)c(C)c1Oc1ccccc1O	-1.2%	4.2%	2.1	-1.4	-21.7%	4.1%	·	-3.8	-15.1%
O=C(N/N=C/c1ccc([N+](=O)[O-])o1)c1ccncc1	?	6.0%	5.2	0.2	0.0%	-5.6%	1.1%	6.3	-7.0%
COc1ccc(CN2CCCCCC2)cc1Br	-3.4%	-13.1%	-13.0	-1.9	1µM*	-2.4%	6.0%	-11.1	-31.4%
CN(C)c1nc2c(c(=O)n(C)c(=O)n2C)n1CC(=O)c1cccs1	-1.3%	2.4%	-3.1	·	-3.5%	-3.5%	16.2%	·	-34.3%
CN1CCN(S(=O)(=O)c2cccc(C(=O)NC3CCCC3)c2)CC1	0.0%	0.1%	-6.9	1.0	1.6%	-3.3%	-10.1%	-8.9	23.3%
O=C(Nc1cccc2c1CCCC2)c1cc(C2CCCCN2C(=O)CCCc2ccccc2)on1 (stereo not given)	1.4%	·	-3.5	·	-3.3%	-1.7%	·	·	·
CCOc1cc(C(C#N)N2CCOCC2)ccc1OC (stereo not given)	0.7%	0.9%	-5.5	-0.6	-3.2%	-3.3%	5.0%	-5.1	8.8%
O=C(NCC1COc2ccccc2O1)c1ccc(NC(=O)C(c2ccccc2)c2ccccc2)cc1 (stereo not given)	0.2%	-10.2%	-2.4	-0.4	-2.4%	-3.2%	9.0%	4.0	-1.2%
CCCCN(Cc1cccs1)S(=O)(=O)c1csc(C(N)=O)c1	-2.3%	-12.1%	-1.6	-3.6	21.5%	-4.8%	-3.3%	-8.6	5.7%
CC(=O)N1CCN(c2ccc(NC(=O)c3ccc(OCc4ccccc4)cc3)cc2)CC1	2.4%	0.3%	0.2	2.8	-2.2%	-3.3%	2.6%	-3.3	?
O=C(CSc1nc(-c2ccccc2)c(-c2ccccc2)[nH]1)Nc1ccc2c(c1)OCO2	0.9%	-20.9%	-8.4	-2.6	-0.7%	-5.8%	7.9%	9.0	-3.7%
O=C(C1=C[C@H](c2ccccc2)C[C@H](OCc2ccc(CO)cc2)O1)N1CCOCC1	0.4%	0.7%	-8.1	-0.2	-4.2%	-3.7%	7.3%	-5.5	0.9%
C=CCNC(=O)/C(C#N)=C/c1ccc2c(c1)OCCO2	-0.2%	0.4%	-5.2	-0.5	-6.8%	5.2%	2.3%	-1.0	-21.2%
O=C(Nc1ccc(F)cc1)Nc1ccc(S(=O)(=O)N2CCCC2)cc1	-0.5%	4.3%	-2.9	-0.2	-8.4%	2.8%	13.1%	15.7	-10.9%
Cc1ccc2nc(SC(C)C(=O)NC3CCCC3)[nH]c2c1 (stereo not given)	-0.3%	-12.9%	-5.7	·	-8.5%	-1.0%	4.6%	·	-1.7%
Cc1nc2cc(-c3cccc(F)c3)nn2c(C)c1CCC(=O)Nc1ccccc1C(N)=O	-2.4%	-8.6%	-13.4	·	-17.6%	-8.3%	1.1%	·	-5.5%
O=C(Nc1ccc(S(=O)(=O)Nc2ccccc2)cc1)C1COc2ccccc2O1 (stereo not given)	2.0%	-1.1%	-1.2	0.5	-2.1%	-3.6%	·	-22.2	-19.1%
Cc1cccc(-n2ncc3c2CCCC3NC(=O)C2=CC(=O)CC(C)(C)O2)c1C (stereo not given)	-0.3%	2.6%	-3.2	-1.4	0.0%	0.5%	0.1%	2.7	2.5%
CCC(=O)Nc1ccc(NC(=S)NC(=O)Cc2ccccc2)cc1	0.2%	-8.9%	-2.5	3.6	-28.7%	1.0%	2.4%	4.6	-21.2%

This is a subset; the hit share may differ from the screen's.
